# Mcl1 Noxa PPI: Mcl-1/Noxa interaction inhibition. Q07820. TR-FRET Mcl-1/Noxa peptide binding, 2 h. inhibition, % at 21.7 µM. hit rate 1.5% among 220,000. AID 1022;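 active = compounds that cut the protein-peptide binding signal by more than 50% relative to plate controls in a single-dose test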;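 note: His-tagged Mcl-1 with rhodamine Noxa BH3 peptide and terbium anti-His antibody; 0% = Mcl-1 plus Noxa peptide wells and 100% = peptide-only wells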
# Target sequence (Q07820 whole entry, looked up): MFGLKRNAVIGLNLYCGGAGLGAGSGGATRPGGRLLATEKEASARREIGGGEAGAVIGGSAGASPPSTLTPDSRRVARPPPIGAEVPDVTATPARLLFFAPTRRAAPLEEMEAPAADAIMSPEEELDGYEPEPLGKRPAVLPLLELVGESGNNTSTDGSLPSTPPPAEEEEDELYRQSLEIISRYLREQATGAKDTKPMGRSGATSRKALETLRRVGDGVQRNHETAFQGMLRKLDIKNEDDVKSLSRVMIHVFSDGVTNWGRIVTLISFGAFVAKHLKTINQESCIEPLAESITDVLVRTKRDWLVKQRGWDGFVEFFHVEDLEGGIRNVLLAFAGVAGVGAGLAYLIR
# Pf gametocyte: inhibitors of late stage P. falciparum gametocyte viability | P. falciparum stage V gametocytes, ATP luminescence, 24 h | inhibition, % at 10.9 µM | hit rate 0.065% among 150,000 | AID 743093;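 active = inhibition above the mean plus 3 SD of compounds within the control limits, set per campaign, cut at about 38% in these data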;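 note: 0% = DMSO wells and 100% = medium only without gametocytes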
# RGS8-Gao: modulates binding of RGS8 to human Galphao | multiplexed bead flow cytometry; actives lie on both sides | response (percent of control binding), % at 10 µM | hit rate 0.34% among 220,000 | AID 1423; in the data active = response below about 60% or above about 140%; inactive = in between;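 note: Galphao activated as the GDP aluminium fluoride complex binding bead-coupled RGS8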
# Target sequence (P09471 whole entry, looked up): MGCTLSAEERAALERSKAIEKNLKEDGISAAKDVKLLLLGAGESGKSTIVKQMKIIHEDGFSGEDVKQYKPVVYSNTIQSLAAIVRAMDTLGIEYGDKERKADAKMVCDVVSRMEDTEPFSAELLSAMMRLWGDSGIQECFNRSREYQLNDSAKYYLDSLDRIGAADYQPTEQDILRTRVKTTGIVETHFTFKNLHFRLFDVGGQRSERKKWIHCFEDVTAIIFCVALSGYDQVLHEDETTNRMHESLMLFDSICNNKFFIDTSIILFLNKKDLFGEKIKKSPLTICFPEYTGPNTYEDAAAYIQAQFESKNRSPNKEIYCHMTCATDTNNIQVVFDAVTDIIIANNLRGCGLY
# HRas wt GTP: modulators of GTP binding to human HRas wildtype. hit rate 0.14% among 190,000. GTP binding activity, % at 10 µM. AID 759. P01112. GST-Ras wt beads, Bodipy-FL-GTP binding, flow cytometry; actives lie on both sides;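 active = GTP binding activity at least 20% away from the 100% baseline, either lowered as inhibitor or raised as activator; inconclusive = flagged as likely green fluorescent, judged across all proteins in the well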;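 note: 0% = unlabeled GTP competition control and 100% = no-compound control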
# Target sequence (P01112 whole entry, looked up): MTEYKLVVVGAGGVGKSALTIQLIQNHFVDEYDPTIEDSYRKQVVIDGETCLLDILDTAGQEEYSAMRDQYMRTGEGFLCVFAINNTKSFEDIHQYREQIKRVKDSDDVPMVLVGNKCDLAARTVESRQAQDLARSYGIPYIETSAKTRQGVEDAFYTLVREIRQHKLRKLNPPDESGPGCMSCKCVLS
# Mcl-1 Bim block: inhibitors of Bim-Mcl-1 interaction, human | hit rate 0.1% among 190,000 | Bead-based flow cytometry, Bim peptide-Mcl-1 binding | inhibition, % at 10 µM | Q07820; in the data active = inhibition above about 40%;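 note: 0% = no compound tracer wells and 100% = peptide blocker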
# Rab7 wt GTP bind: alters GTP binding to wildtype dog Rab7. GST-Rab7 beads, fluorescent GTP binding, flow cytometry; actives lie on both sides; untreated = 100%, excess cold GTP = 0%. GTP binding activity (percent of control), % at 10 µM. hit rate 0.055% among 190,000. AID 758;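 active = fluorescent GTP binding to Rab7 beads changed by at least 20 points from the 100% baseline, either direction, mostly lower; inconclusive = compound itself probably fluorescent, or too few beads counted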;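 note: median green fluorescence of bound Bodipy-FL-GTP per Rab7 bead population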
# Cdc42 wt GTP: modulators (inhibitors or activators) of GTP binding to human Cdc42 wildtype; P60953; GST-Cdc42 beads, Bodipy-GTP binding, flow cytometry; actives lie on both sides; percent activity (GTP binding), % at 10 µM; hit rate 0.2% among 190,000; AID 761;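 active = percent activity GTP binding at least 20 points away from the 100% baseline, either down as inhibitor or up as activator; inconclusive = compound flagged as likely green fluorescent from well-wide comparison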;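 note: median bead fluorescence of bound Bodipy-FL-GTP at 100 nM; 0% = excess unlabeled GTP control and 100% = no compound control; below 100% means less GTP binding so inhibitor and above means activator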
# Target sequence (P60953 whole entry, looked up): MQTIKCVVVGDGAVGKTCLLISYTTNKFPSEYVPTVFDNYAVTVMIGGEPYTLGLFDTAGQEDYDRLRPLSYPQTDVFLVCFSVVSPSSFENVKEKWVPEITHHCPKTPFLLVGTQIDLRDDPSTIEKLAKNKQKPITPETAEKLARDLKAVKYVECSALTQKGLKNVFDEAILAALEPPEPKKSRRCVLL
# Rab2 wt GTP: changes GTP binding to wildtype dog Rab2A, up or down | P61105 | GST-Rab2 wt beads, Bodipy-GTP binding, flow cytometry | GTP binding activity, % at 10 µM | hit rate 0.19% among 190,000;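 active = GTP binding activity at least 20 points away from 100%, either lowered or raised; inconclusive = signal likely due to the compound's own green fluorescence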;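 note: 0% = beads with excess unlabeled GTP and 100% = no-compound control corrected for plate trend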
# Rac1 mut GTP: human Rac1 activated mutant GTP binding change; GST-Rac1 activated beads, fluorescent GTP binding, flow cytometry; actives lie on both sides; 100% means binding = to untreated wells; percent activity (GTP binding), % at 10 µM; hit rate 0.11% among 190,000;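 active = GTP binding at least 20 percentage points away from the 100% baseline, in either direction, so actives lie on both sides; inconclusive = Compound likely fluorescent itself, or too few beads counted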
# Mcl1 Bid PPI: Mcl-1/Bid interaction inhibition. Q07820. TR-FRET Mcl-1/Bid-Dy647 peptide binding, 1536-well. inhibition, % at 21.7 µM. hit rate 0.97% among 220,000;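 active = compounds that cut the binding signal by more than half at the single screening dose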;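 note: His-tagged Mcl-1 with europium anti-His antibody binding Bid BH3 peptide; 0% = Mcl-1 plus peptide wells and 100% = peptide-only wells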
# Rac1 wt modul: modulators of human Rac1 wildtype GTP binding | GTP binding activity (% of control), % at 10 µM | P63000 | GST-Rac1 beads, fluorescent GTP binding, flow cytometry; actives lie on both sides; 0 = cold GTP competed, 100 = untreated | hit rate 0.27% among 190,000 | AID 757;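 active = GTP binding activity at least 20 points away from the 100% control level, either lower or higher; inconclusive = compound flagged as likely green fluorescent, judged across all proteins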
# * marks the source's active call; other numbers are inactive results; ? = inconclusive; . = no result given.
SMILES,Mcl1 Noxa PPI,Pf gametocyte,RGS8-Gao,HRas wt GTP,Mcl-1 Bim block,Rab7 wt GTP bind,Cdc42 wt GTP,Rab2 wt GTP,Rac1 mut GTP,Mcl1 Bid PPI,Rac1 wt modul
COC(=O)c1c(NC(=S)Nc2ccc(F)cc2[N+](=O)[O-])sc2c1CCCCC2,15,-3,99,99,-26,100,99,98,97,-16,101
Cc1ccccc1N1C(=O)CC1(C#N)c1ccc(OCc2ccccc2)cc1 (stereo not given),-23,-12,92,102,-4,104,103,100,102,-8,104
Cc1ccc(OCCOC(=O)Cn2nc(C)c([N+](=O)[O-])c2C)cc1,0,10,113,97,0,100,92,96,95,1,96
COc1ccc(CCN=C2SCC(=O)N2C)cc1OC,-3,8,97,104,-5,101,103,101,100,-3,102
CCOc1ccc(C2=Nn3c(nnc3-c3ccc(OC)cc3)SC2)cc1,13,-23,102,101,-5,100,100,98,94,7,100
COc1cccc(Cn2c(OCC3CCCO3)nc3c2c(=O)n(C)c(=O)n3C)c1 (stereo not given),-13,1,103,103,-4,96,103,99,100,2,108
CCOC(=O)c1cccc(NC(=O)CN2C(=O)C3C4C=CC(C4)C3C2=O)c1 (stereo not given),12,.,101,104,-1,102,103,102,100,-23,105
NCCCC(=O)O,14,.,105,101,3,100,106,103,103,-3,103
CCSc1nnc2c(Cl)cc(Cl)cn12,2,.,109,102,0,101,105,99,97,-7,104
COc1cc(NC(=S)NC2CC(C)(C)NC(C)(C)C2)c(OC)cc1Cl,5,-1,99,101,-1,109,101,101,94,-20,106
COc1ccccc1CNC(=O)c1ccc(S(=O)(=O)N(C)C)cc1,-2,.,100,102,-5,101,101,103,100,-27,103
Cc1cc2cc(CNC(=O)NC3CCCCC3)ccc2[nH]1,3,.,100,103,2,102,102,102,101,-42,103
Cc1cc(C)n(C(=O)C(C)N2C(=O)c3ccccc3C2=O)n1 (stereo not given),9,21,101,101,2,105,103,102,98,5,107
O=C(CSc1ccc(Cl)cc1)Nc1ccccc1Oc1ccccc1,7,-40,100,99,-2,97,101,100,100,-1,104
CCc1oc2ccccc2c1C(=O)CCN1CCCCC1,4,-6,96,103,0,106,101,102,97,7,100
N#C/C(=C/c1ccc(-c2ccccc2[N+](=O)[O-])o1)C(N)=O,23,5,97,88,2,100,88,87,92,-37,92
COc1ccc(/C=N/NC(=O)CSc2nnc(C)n2-c2ccccc2)c(OC)c1OC,7,16,104,97,0,98,98,99,96,4,98
O=C(COC(=O)/C=C/c1cccs1)Nc1cccc(S(=O)(=O)N2CCCC2)c1,18,9,99,98,1,103,93,96,96,-10,99
COc1ccc(N2CCN(C(=O)CN(C)S(=O)(=O)c3cc(C)ccc3OC)CC2)cc1,25,4,98,93,0,98,86,92,92,-39,93
COc1cc2c(cc1OC)CN(c1ccc([N+](=O)[O-])cc1C#N)CC2,39,13,99,98,0,95,102,97,100,-16,103
Cc1ccc(-c2nc(C#N)c(NCCCn3ccnc3)o2)cc1,25,-3,105,98,0,100,99,97,98,-55,101
CC(/C=N/Nc1nnc(C)c(=O)[nH]1)=C\c1ccccc1,-4,-8,100,102,0,105,103,103,101,-44,105
Oc1ccc2ccccc2c1C=Nc1ccc(N2CCOCC2)cc1,0,16,94,100,0,100,102,102,98,-41,103
c1ccc(Nc2nc(N3CCNCC3)nc(N3CCOCC3)n2)cc1,-13,.,101,97,-2,93,99,96,95,-1,98
O=c1[nH]c2cc([N+](=O)[O-])c([N+](=O)[O-])cc2[nH]c1=O,18,-9,97,?,2,?,?,?,?,-7,?
# (list continues)
SMILES,Mcl1 Noxa PPI,Pf gametocyte,RGS8-Gao,HRas wt GTP,Mcl-1 Bim block,Rab7 wt GTP bind,Cdc42 wt GTP,Rab2 wt GTP,Rac1 mut GTP,Mcl1 Bid PPI,Rac1 wt modul
O=C(NCc1ccccc1)c1cnsn1,-19,.,13*,105,1,103,105,106,103,-6,109
O=C(COC(=O)C1CCN(/C=C/C(=O)C(F)(F)F)CC1)Nc1ccccc1,-1,14,99,100,-4,101,101,98,98,-7,103
O=C(O)C1C2CCC(O2)C1C(=O)NCCC1=CCCCC1 (stereo not given),11,.,100,104,0,102,106,101,103,2,108
C=C(Br)Cn1cnc2ccccc21,-4,-8,84,97,0,95,95,97,96,-32,95
Cc1ccsc1C(=O)c1sccc1C,12,-8,101,99,0,97,103,96,101,-12,103
O=C(NCc1ccncc1)c1ccc(N2CCCC2)c([N+](=O)[O-])c1,6,6,100,96,3,97,97,97,97,-30,97
[O-]C1=N/[N+](=C/c2ccccc2Cl)CC1,8,.,101,102,1,102,105,103,99,-13,103
CCCCN1C(=O)c2ccc(C(=O)NCCN3C(=O)S/C(=C\c4cccnc4)C3=O)cc2C1=O,16,-7,105,100,-2,95,101,98,102,-6,99
O=C(CN1CCN(c2ccccc2F)CC1)c1c[nH]c2ccc(F)cc12,9,13,99,102,-3,104,103,104,103,0,107
O=C(CSc1nnc(-c2ccco2)o1)c1ccc(F)c(F)c1,-15,0,100,103,-9,100,102,101,97,0,102
COC(=O)c1cc(-c2ccc(C)cc2)n[nH]1,9,.,99,102,8,101,98,98,95,-18,94
CN(C(=O)COc1cc(C(F)(F)F)nn1C)c1ccccc1,2,-43,101,102,0,107,95,102,96,-25,100
CS(=O)(=O)N1N=C(c2ccc3nccnc3c2)CC1c1ccccc1 (stereo not given),-18,.,92,105,-1,100,103,104,102,-23,104
O=C(CSc1nnnn1-c1ccccc1)N1CCc2ccccc21,21,.,101,102,-8,102,103,100,100,1,103
O=C(Nc1ccc(F)cc1)c1cccc(NC(=O)C2C3CC4OC(=O)C2C4C3)c1 (stereo not given),-14,-2,106,103,-3,100,102,101,100,-13,102
COc1ccc(C2CC(c3cccs3)=NN2c2nc(-c3ccccc3)cs2)cc1OC (stereo not given),33,.,99,101,5,100,99,101,99,6,99
CC(=O)NNc1nc(-c2ccccc2)c2cc(Br)ccc2n1,-12,.,104,100,0,100,101,102,98,-31,105
N#Cc1cc2cc3c(cc2nc1SCC(=O)OC1CCCCC1)OCO3,-43,.,98,99,-2,100,103,101,100,5,103
CCOC(=O)N/N=C\c1ccc(-c2cccc(C(F)(F)F)c2)o1,24,-53,103,99,-1,102,97,98,96,-42,95
O=C(Nc1ccc(NC(=O)C2CCCCC2)nc1)c1cccs1,6,-7,104,100,-1,102,99,99,97,-14,96
COc1ccc(C2CCCN2C(=S)Nc2cccc(Cl)c2)cc1OC (stereo not given),17,-28,99,97,-4,96,100,97,98,-116,99
COc1ccc(Cc2nnc(SCC(=O)N3CCc4ccccc4C3)o2)cc1,-11,-6,99,102,-3,98,104,103,99,-48,101
CN(C)S(=O)(=O)c1cccc(NC(=O)c2cc3c(cc2Cl)N2CCCCCC2=NS3(=O)=O)c1,5,-5,96,101,1,112,101,105,98,-13,102
O=C1c2ccc([N+](=O)[O-])cc2C(=O)N1CNc1ccccn1,19,.,99,102,-3,107,98,104,96,-15,102
O=C(COc1ccc(F)c(Cl)c1)c1ccc[nH]1,22,.,101,98,1,97,98,97,98,6,99
# Next part
SMILES,Mcl1 Noxa PPI,Pf gametocyte,RGS8-Gao,HRas wt GTP,Mcl-1 Bim block,Rab7 wt GTP bind,Cdc42 wt GTP,Rab2 wt GTP,Rac1 mut GTP,Mcl1 Bid PPI,Rac1 wt modul
CC(C)C1N=C2c3ccccc3N=C(SCC(=O)c3ccc(O)c(O)c3)N2C1=O (stereo not given),21,.,95,98,3,98,98,98,98,-19,98
Cn1c(=O)c2cc(S(=O)(=O)NCCC(=O)Nc3ccc(F)cc3F)ccc2n(C)c1=O,4,10,101,90,2,85,90,90,95,4,91
Cc1[nH]nc2nc3c(c(OC(=O)c4ccccc4)c12)c(=O)n(C)c(=O)n3C,10,.,96,100,1,101,99,100,98,-6,102
O=C(Nc1cccc(S(=O)(=O)Nc2ccccc2Cl)c1)c1ccc(Cl)nc1,18,2,87,95,-1,97,94,94,94,-12,98
O=c1c2ccccc2nc2n1C1(CCCCC1)Cc1ccccc1-2,-2,.,101,104,0,104,107,107,102,-23,110
CCCC(CCC)C(=O)Nc1c[nH]c(=O)[nH]c1=O,-14,.,100,102,0,98,102,103,101,-12,106
CCOC(=O)c1c(CN2CCOCC2)n(-c2ccccc2)c2cc(Br)c(O)c(CN(C)C)c12,11,.,99,99,2,100,101,100,99,-87,104
CN(C)NC(=S)Nc1ccc2nc(-c3ccccn3)c(-c3ccccn3)nc2c1,5,.,99,99,0,102,100,100,99,-22,101
CCCNC(=O)c1[nH]c(C)c(C(C)=O)c1C,7,.,96,100,1,98,102,100,97,-13,96
Cc1nc(SCc2ccc(O)c([N+](=O)[O-])c2)n[nH]1,6,10,99,100,-13,100,103,97,99,-20,106
CCCCN(CCCC)S(=O)(=O)c1c(C)[nH]c(=O)[nH]c1=O,6,2,107,100,0,98,98,97,96,-13,101
NC(=O)CSc1ncc(-c2ccccc2)[nH]1,-3,12,106,97,0,98,101,98,99,-26,98
O=C1CCc2cc(S(=O)(=O)NC(C(=O)N3CCN(c4ccccn4)CC3)c3ccccc3)ccc2N1 (stereo not given),3,.,104,104,-1,97,105,102,104,-4,103
CC(C)NC1=C(Cl)C(=O)c2ccccc2C1=O,25,.,100,99,-2,101,97,99,97,-10,103
Cc1ccc(-c2n[nH]c3c2CCC3)cc1,4,.,98,103,-4,98,102,99,97,3,104
CCCNC(=O)C1=C(C)C(=O)OC12CCC(C)CC2 (stereo not given),5,.,102,103,-1,103,102,103,99,-5,106
c1ccc(-c2nn3c(Cn4nnc5ccccc54)nnc3s2)nc1,55*,-12,88,100,-1,101,99,97,98,8,98
CCc1nc2scc(-c3ccc(C)cc3)c2c(=O)n1N,25,-16,100,98,2,98,97,98,99,-22,104
O=C(Nc1ccn(Cc2c(F)c(F)cc(F)c2F)n1)c1ccc(COc2ccccc2Cl)cc1,14,.,99,97,0,97,98,95,96,-31,98
CN(C)S(=O)(=O)N1CCN(S(=O)(=O)c2ccc(F)cc2)CC1,4,.,100,110,-2,106,111,112,102,-12,108
Cc1sc2ncn(CC(=O)Nc3c(F)cccc3F)c(=O)c2c1S(=O)(=O)N1CCC(C)CC1,17,13,101,96,1,95,100,100,95,-10,102
COC(=O)c1ccccc1NC(=O)CSCC(=O)Nc1ccccc1OC,5,2,107,95,-7,76*,99,95,97,-9,96
O=C(N/N=C/c1ccc(O)cc1)c1ccc(COc2cc(Cl)ccc2Cl)o1,28,12,104,96,-3,99,94,95,95,4,94
O=c1[nH]c2ccc(S(=O)(=O)N3CCC(Cc4ccccc4)CC3)cc2o1,-18,.,101,100,-5,100,101,102,100,-71,102
CC(=O)Nc1ccc(-c2nc(C)c(C(C)=O)n2O)cc1,.,14,100,94,-3,93,95,91,93,-19,91

# Compound activity from PubChem BioAssay.
